EP2 antag: human EP2 receptor antagonists, primary screen, TR-FRET cAMP, C6 glioma cells; C6 glioma cells expressing human EP2; cells stimulated with saturating PGE2; inhibition, % at 25 µM; 260,000 compounds, 0.52% hits; Prostaglandin E2 receptor EP2 subtype (Homo sapiens), P43116;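 active = percent inhibition above 40 after rounding to a whole number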;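 note: rat C6 glioma host cells with rolipram phosphodiesterase inhibitor present; the protocol text gives 20 µM as final concentration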
Target sequence (P43116 whole entry, looked up): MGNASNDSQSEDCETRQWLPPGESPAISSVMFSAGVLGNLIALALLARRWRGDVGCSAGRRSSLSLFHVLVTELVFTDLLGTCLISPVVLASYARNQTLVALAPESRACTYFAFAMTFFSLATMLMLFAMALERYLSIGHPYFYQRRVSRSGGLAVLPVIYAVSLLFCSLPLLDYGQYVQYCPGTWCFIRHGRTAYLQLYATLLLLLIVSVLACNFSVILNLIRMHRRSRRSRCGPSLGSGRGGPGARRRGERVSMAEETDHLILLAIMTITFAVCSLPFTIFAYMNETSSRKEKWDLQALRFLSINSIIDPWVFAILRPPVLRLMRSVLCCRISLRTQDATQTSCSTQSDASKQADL
EP2 modulator: EP2 receptor modulators, cAMP readout, primary screen, cell-based, HTRF cAMP, PGE2 stimulation; Prostaglandin E2 receptor EP2 subtype (Homo sapiens), P43116; induction, % at 25 µM; AID 940, 2007; 260,000 compounds, 0.83% hits; EP2-expressing cells, cAMP HTRF FRET, PGE2 co-stimulation;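 active = compounds whose cAMP rise, as percent of the full-agonist control response, exceeds 60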;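 note: rat C6 glioma line stably carrying human EP2 under a CMV promoter; the protocol text gives 20 µM as final concentration; 100% = response of wells given 1 µM PGE2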
The depositor's hits bear a star.

SMILES | EP2 antag | EP2 modulator
COc1ccc(-c2ccc(=O)n(C[C@H](C)NC(=O)c3cc(C)no3)n2)cc1 | 3 | -21
COc1ccc(F)c([C@@H]2NC(=O)CC[C@H]2NCc2cc(OC)c3c(c2)OCO3)c1 | 1 | -9
Cc1c(Cl)cccc1NC(=O)Cn1nc2n(C)c3ccccc3n2c(=O)c1=O | 9 | -48
N#Cc1cc2nc(O)c(O)nc2cc1[N+](=O)[O-] | 14 | 16
CCNC(=O)C1CCN(S(=O)(=O)c2ccc(OC)cc2)CC1 | 18 | -12
Cn1c2c(c(=O)n(C)c1=O)C(CC(=O)O)C(=O)N2 (configuration not stated) | 22 | 3
Cc1cccc(NC(=S)N(CCN(C)C)Cc2cc3ccc(C)cc3[nH]c2=O)c1 | 8 | -41
CCCC(c1nnnn1C1CCCC1)N1CCC(C(N)=O)CC1 (configuration not stated) | 9 | 15
COCCCN1C(=O)C(O)=C(C(=O)c2cccs2)C1c1ccccc1F (configuration not stated) | 11 | 14
CCOc1ccc(N(CC(=O)Nc2cccnc2)S(=O)(=O)c2ccc(C)cc2)cc1 | 6 | -3
Cc1cccc(C(=O)Nc2nnn(C)n2)c1 | 17 | -35
CCCC1=NN(C(=O)c2ccccc2N)C(O)(C(F)(F)F)C1 (configuration not stated) | 4 | -15
Cc1nn(CCC(=O)NC2CCN(Cc3cccc(F)c3)CC2)c(C)c1C | 4 | -17
Cc1ccc(F)c(NC(=O)Cn2cnc3sc4c(c3c2=O)CCCC4)c1 | 2 | -21
COC(=O)CSc1nc2ccccc2[nH]1 | 14 | -2
CCOc1ccccc1-n1c(SCC(=O)Nc2ccccc2Cl)nnc1-c1ccco1 | 11 | 6
COc1ccc(-n2c(SCC(=O)c3ccccc3)nc3sc(C)c(C)c3c2=O)cc1 | 4 | 2
Cc1ccccc1N1C(=O)c2cc(S(N)(=O)=O)c(Cl)cc2NC1C (configuration not stated) | 8 | 16
COc1ccc(CNC(=O)c2cnn3c(C(F)F)cc(-c4ccccc4)nc23)cc1OC | 6 | 27
COc1cc(C2C(C#N)=C(N)Oc3n[nH]c(C)c32)ccc1OCC(=O)Nc1ccc(F)cc1 (configuration not stated) | 4 | -62

Arranged by the number under EP2 modulator (low to high): 5 from the list above
smiles	EP2 modulator
Cc1cccc(C(=O)Nc2nnn(C)n2)c1	-35
CCCC1=NN(C(=O)c2ccccc2N)C(O)(C(F)(F)F)C1 (configuration not stated)	-15
COC(=O)CSc1nc2ccccc2[nH]1	-2
CCOc1ccccc1-n1c(SCC(=O)Nc2ccccc2Cl)nnc1-c1ccco1	6
Cc1ccccc1N1C(=O)c2cc(S(N)(=O)=O)c(Cl)cc2NC1C (configuration not stated)	16

Next section.
SMILES | EP2 antag | EP2 modulator
NS(=O)(=O)c1nc(S(=O)(=O)O)c2[nH]cnc2n1 | 8 | 19
O=[N+]([O-])c1cccc(/C=N/NC2=CS(=O)(=O)C=C2)c1 | 9 | 38
Cc1ccc(-c2cc(N)c(=O)n(CC(=O)N3CCCCC3C)n2)o1 (configuration not stated) | 4 | -41
C=CCOc1ccccc1CN1CCc2c(nc(N3CCC(C)CC3)[nH]c2=O)C1 | 12 | -21
Cn1c(=O)n(C)c2cc(C(=O)NC3(c4ccc(F)cc4)CCCC3)ccc21 | 6 | -23
Cc1ccc2cc(CN(Cc3ccc4c(c3)OCO4)Cc3nnnn3CC3CCCO3)c(=O)[nH]c2c1 (configuration not stated) | 5 | 3
COc1ccccc1C1(O)CCCN(C(=O)c2cnn(-c3ccc(F)cc3)c2)C1 (configuration not stated) | -1 | -66
CCOC(=O)c1c(NC(=O)c2sc3ccccc3c2Cl)sc2c1CCOC2 | 13 | 0
CCCN1CCC(CNC(=O)c2[nH]nc(-c3ccccc3)c2C)CC1 | 11 | -27
Cc1nn(C)cc1S(=O)(=O)Nc1ccc(CN2CCOCC2)cc1 | 3 | -10
COc1ccc2[nH]c(=O)c(CN(Cc3ccco3)C(=S)Nc3ccc(C)cc3)cc2c1 | 11 | 23
COc1ccc(N2C(=O)CCCC2=O)cc1 | 12 | 14
COCCCN1Cc2cc3cc(OC)ccc3nc2OCC1=O | 5 | -16
COC(=O)C1=C(C)NC(C)=C(C(=O)OC)C1c1ccc(-c2ccccc2)o1 | 14 | 45
Nc1cc(-c2ccco2)nn(CC(=O)Nc2ccc(N3CCCCCC3)cc2)c1=O | 4 | -9
Clc1ccc(Cc2nnc(-c3ccco3)o2)cc1 | 9 | -72
CCOC(=O)Cn1nc(C)n2c(cc3sccc32)c1=O | 1 | -27
C=Cn1cc(CN2CCC(O)(c3ccc4c(c3)OCO4)CC2)c(C)n1 | 8 | 15
O=c1[nH]c2ccc(S(=O)(=O)N3CCCC(c4ccccc4)C3)cc2[nH]1 (configuration not stated) | 10 | -114
Cc1cccc2cc(C#N)c(N3CCC(C)CC3)nc12 | 12 | 77*
COc1ccc(Cl)cc1NC(=O)CSc1nnc(CN2CCOCC2)n1C | 15 | 0
CCNC(=S)N(CCN(C)C)Cc1cc2cc(OC)ccc2[nH]c1=O | 7 | -7
O=C(O)/C=C/C=C/c1ccc2c(c1)OCO2 | 8 | -10
Cc1ccc(NC(=O)CSc2nnc(-c3ccoc3C)n2CC2CCCO2)cc1C (configuration not stated) | 6 | 25
O=C(c1cc2ccccc2oc1=O)N(Cc1ccccc1F)CC1CCCO1 (configuration not stated) | 14 | 15
COC(=O)Cn1nnc(-c2ccc(C)cc2)n1 | 15 | -18
COc1ccc(-n2c(SCC(=O)Nc3ccc(C)c(Cl)c3)nnc2-c2cccnc2)cc1 | 17 | 1
COc1cc(NC(=O)CSc2nnc(-c3ccco3)n2C)cc(OC)c1 | 9 | -17
CCOc1ccccc1NC(=O)CN1CCCCCC1 | 13 | 46
CC(C)c1ccc(NC(=O)C2CCN(C(=O)NC3CCCCC3)CC2)cc1 | 6 | 4

Two compounds drawn at random from those above, as already listed:
SMILES | EP2 antag | EP2 modulator
Nc1cc(-c2ccco2)nn(CC(=O)Nc2ccc(N3CCCCCC3)cc2)c1=O | 4 | -9
Cc1cccc(NC(=S)N(CCN(C)C)Cc2cc3ccc(C)cc3[nH]c2=O)c1 | 8 | -41

The list goes on.
SMILES | EP2 antag | EP2 modulator
Cc1nn(CC(=O)NC(C)c2ccccn2)c(=O)c2cc3occc3n12 (configuration not stated) | 6 | -5
CCOC(=O)c1c(NC(=O)CNC(C)C)sc2c1CCCC2 | 3 | 12
Nc1nc(Nc2ccccc2)nc2c1ncn2[C@@H]1O[C@H](CO)[C@H](O)C1O (some centres not stated) | 13 | 1
CCOC(=O)c1c(NC(=O)CSc2nc3ccc(C)cc3cc2C#N)sc(C(C)=O)c1C | 11 | 19
c1ccc(-c2nn3c(-c4ccco4)nnc3s2)cc1 | 9 | 10
CC(C)(C)c1ccc2c(c1)N(CC(=O)NC1CCCOC1)C(=O)CO2 (configuration not stated) | 3 | -29
COc1ccc2[nH]c(=O)c(CN(C(=O)Nc3ccccc3Cl)C3CCCC3)cc2c1 | 5 | -3
CC(C)n1c(CN2CCN(Cc3ccccc3)CC2)nc2c1c(=O)n(C)c(=O)n2C | 7 | -56
Cc1cc(NC(=O)CSc2nnc(C)n2C)no1 | 1 | -15
CC(=O)/C=C\[C@@H]1[C@@]2(C)CCCC(C)(C)C2CC[C@@]1(C)O (some centres not stated) | 10 | 23
CCC(C)(C)NC(=O)C(c1ccc(C)o1)N(C(=O)Cn1nnc2ccccc21)c1ccc(F)cc1 (configuration not stated) | 6 | 45
CC(O)c1cccc(NC(=O)c2cc3n(n2)C(C(F)(F)F)CC(c2ccco2)N3)c1 (configuration not stated) | 7 | -64
COc1ccc(/C=C/C(=O)Nc2ccc(N3CCOCC3)cc2)cc1Br | 13 | -30
Cc1nnc(SCC(=O)NNC(=O)c2ccco2)[nH]c1=O | 11 | 25
CCC(=O)Nc1ncnc2ncn(C(=O)CC)c12 | 13 | 4
Cc1ccc(N(C(=O)c2csnn2)C(C(=O)NC2CCCCC2)c2ccc(C)o2)cc1 (configuration not stated) | 10 | 38
O=C(Nc1ncn[nH]1)c1ccc2c(c1)OCCO2 | 5 | -11
Cc1ccc(-c2cc(N)c(=O)n(CC(=O)NC3CCCCCC3)n2)s1 | 2 | -126
COc1ccc(CN2CCN(Cc3ccccn3)CC2)cc1OCc1ccccc1 | 10 | -43
CCOc1ccc2[nH]c(=O)c(CN(Cc3ccccc3OC)C(=O)N3CCCC3)cc2c1 | 9 | -6
CC[C@@H]1Cc2cc(O)ccc2C2=C1c1ccc(O)cc1C[C@H]2CC | 26 | 54
Cc1cc(C)cc(NC(=O)COC(=O)c2cccnc2)c1 | 5 | -11
COc1ccccc1NC(=O)CSc1nc2cc3c(cc2cc1C)OCO3 | 8 | 22
O=S(=O)(NCC1CCCO1)c1ccc(NS(=O)(=O)c2ccc(F)cc2)cc1 (configuration not stated) | 10 | -16
CCOCC(=O)Nc1nnc(C(F)(F)F)s1 | 9 | 8
CCc1ccc(OCc2nnc(SCC(=O)O)n2CC)cc1 | 13 | 23
Nc1ncnc2nn([C@H]3O[C@@H](CO)[C@H](O)[C@H]3O)nc12 | 6 | -15
CCOC(=O)c1cc2sccc2n1CC(=O)NC1CCCC1 | 25 | -12
COc1ccc2c(Cl)c(C(=O)Nc3ccccc3C#N)sc2c1 | 12 | 0
CNC(=S)N(Cc1ccco1)Cc1cc2c(C)cc(C)cc2[nH]c1=O | 13 | -22
CCN(CC)CCNC(=O)COc1ccc(OC)cc1 | 11 | 7
Cc1cccc(NC(=S)N(Cc2cc3cc(C)c(C)cc3[nH]c2=O)CC2CCCO2)c1 (configuration not stated) | 8 | -5
Cc1ccc2cc(CN(Cc3nnnn3Cc3ccc(F)cc3)C3CCCC3)c(=O)[nH]c2c1C | 10 | -8
CNC(=O)CSc1nnc(CNc2cccc(C(F)(F)F)c2)n1Cc1ccco1 | 8 | 7
COc1ccccc1N1CCN(C(=O)CN2CCC(c3ccncc3)CC2)CC1 | 5 | -63
CCC(c1nnnn1CC1CCCO1)N(Cc1cc2cccc(C)c2[nH]c1=O)C1CCCC1 (configuration not stated) | 6 | 20
O=CN1CCN(C[C@H](O)CN2CCCCC2)CC1 | 12 | -6
CCc1nnc(NC(=O)CSc2nnc(-c3ccc(C)cc3)o2)s1 | 17 | 0
CC[C@@H](Cn1ncc2ccccc2c1=O)NC(=O)Cc1n[nH]c(=O)c2ccccc12 | 1 | -7
CCOC(=O)c1c(NC(=O)CSc2nc(N)cc(N)n2)sc2c1CCCC2 | 15 | 14
Cn1c(SCCO)nnc1C1CCCNC1 (configuration not stated) | 2 | -40
Cc1ccc(C(=O)N(CCc2ccc(Cl)cc2)CC(=O)NC2CCCC2)s1 | 13 | -2
O=C1c2ccc3ccccc3c2C(=O)C1c1nc2ccccc2s1 (configuration not stated) | 6 | 12
CC(C)=CCC/C(C)=C/CC/C(C)=C/CC/C(C)=C/CO | 11 | 10
CCn1c(SCC(=O)Nc2nc(C)cs2)nnc1-c1cccs1 | 13 | 10
CC[C@H](Cn1nnn(-c2ccccc2)c1=O)NC(=O)c1cnsc1 | 1 | 0
Cc1cccc2c3c(ccc12)C1=C(C(=O)C3=O)C(C)CO1 (configuration not stated) | 14 | -14
O=[N+]([O-])c1oc2ccccc2c1NCc1cccs1 | 12 | 5
CCOC(=O)C1=C(N)OC2=C(C(=O)CC(C)(C)C2)C1c1ccc(C)cc1 (configuration not stated) | 15 | 79*
CCOC(=O)C(=O)Nc1cccc(C)n1 | 9 | 12

In the list so far, three contain a nitro group on carbon.
SMILES | EP2 antag | EP2 modulator
N#Cc1cc2nc(O)c(O)nc2cc1[N+](=O)[O-] | 14 | 16
O=[N+]([O-])c1cccc(/C=N/NC2=CS(=O)(=O)C=C2)c1 | 9 | 38
O=[N+]([O-])c1oc2ccccc2c1NCc1cccs1 | 12 | 5

The listing continues:
SMILES | EP2 antag | EP2 modulator
COc1ccc(C2/C(=C(/O)c3ccc(OC)c(OC)c3)C(=O)C(=O)N2C)cc1 (configuration not stated) | 8 | -6
O=C(c1ccccc1)c1ccc2c3c1cccc3c(=O)n1c3ccccc3nc21 | 21 | -16
CCOC(=O)c1c(-c2ccc(OC)c(OC)c2)csc1NC(=O)c1cccnc1 | 18 | -28
CCc1ccc2[nH]c(=O)c(C(c3nnnn3CCc3ccccc3)N3CCCCC3)cc2c1 (configuration not stated) | 15 | 12
CN(C)c1nc(NC(C)(C)C)nc(SCC(=O)Nc2ccc(Cl)cc2)n1 | 14 | 3
CC1Cc2ccccc2N1C(=O)Cn1nnc2sc3c(c2c1=O)CCCC3 (configuration not stated) | 7 | 9
Cc1cccc(CN2CCc3nc(N4CCC(C)CC4)[nH]c(=O)c3C2)n1 | 9 | 4
Cc1ccc(C(=O)NCCCNC(=O)c2ccc(C)nc2)cn1 | 5 | -10
COc1ccc(-c2csc(NC(=O)Cn3c(=O)sc4ccccc43)n2)cc1OC | 8 | -28
O=C(CSc1nnc(COc2cccc3cccnc23)o1)c1ccccc1 | 8 | -72

Some values from above:
Result of COc1ccc(-c2csc(NC(=O)Cn3c(=O)sc4ccccc43)n2)cc1OC under EP2 modulator: -28
Result of CCc1ccc2[nH]c(=O)c(C(c3nnnn3CCc3ccccc3)N3CCCCC3)cc2c1 (configuration not stated) under EP2 modulator: 12
Result of CCOC(=O)c1c(-c2ccc(OC)c(OC)c2)csc1NC(=O)c1cccnc1 under EP2 modulator: -28
Result of COc1ccc(C2/C(=C(/O)c3ccc(OC)c(OC)c3)C(=O)C(=O)N2C)cc1 (configuration not stated) under EP2 antag: 8
Result of CC1Cc2ccccc2N1C(=O)Cn1nnc2sc3c(c2c1=O)CCCC3 (configuration not stated) under EP2 antag: 7

Not all compounds are listed. The share of hits here may be higher or lower than overall.
